Compound activity (PubChem)
RSV CPE inhibition = RSV antiviral activity via CPE protection, HEp-2 cells, primary 10 µM value included (AID 2391) | hit rate 0.13% among 310,000 | HEp-2 cells, RSV-induced CPE inhibition; higher % means a stronger effect | one-dose CPE inhibition, % at 10 µM; IC50 in µM for titrated hits; in the data active = a potency from the dose series; inconclusive = CPE inhibition mostly from about 23% at the one dose, without a potency; inactive = the rest, 99 in 100 with CPE inhibition below about 21%; note: strong numbers were not always called active
Large T inhibition = SV40 large T antigen inhibitors, biochemical (AID 1903); SV40 large T antigen ATPase/helicase inhibition assay; higher % means a stronger effect; one-dose inhibition, % at 20 µM; IC50 in µM for titrated hits; hit rate 0.39% among 310,000; in the data active = a potency from the dose series; inconclusive = inhibition mostly from about 32% at the one dose, without a potency; inactive = the rest, 99 in 100 with inhibition below about 32%; note: strong numbers were not always called active
MgcRacGAP inhibition = MgcRacGAP GTPase-activating activity inhibitors, confirmation, biochemical, ADP Hunter fluorescence | Rac GTPase-activating protein 1 (Homo sapiens) | MgcRacGAP-stimulated Rac1 GTP hydrolysis, ADP Hunter fluorescence; higher % means a stronger effect; GST-tagged Rac1 F28L mutant substrate | one-dose inhibition, % at 30 µM; IC50 in µM for titrated hits | hit rate 0.6% among 340,000 | AID 624330, 2012;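 active = first-screen hits whose inhibition reached a set limit at any dose in the follow-up dose series; inconclusive = inhibition above the set first-screen limit but never retested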;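 note: fluorescence reports GDP produced by GAP-driven GTP hydrolysis; strong numbers were not always called active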
NTR1 ag = agonists of NTR1, primary screen, imaging, U2OS cells, beta-arrestin-GFP, high content (AID 493036). Neurotensin receptor type 1 (Homo sapiens), P30989. NTR1-U2OS beta-arrestin-GFP spot imaging, agonist mode. activation, % at 20 µM. hit rate 0.17% among 330,000;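 active = activation at or above 40% of the spot to cytoplasm intensity ratio, with at least 20 cells analyzed; inconclusive = wells under 20 cells, flagged as cytotoxic or low count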;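 note: 0% = DMSO without peptide and 100% = 100 nM NTR1 peptide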
Target sequence (P30989 whole entry, looked up): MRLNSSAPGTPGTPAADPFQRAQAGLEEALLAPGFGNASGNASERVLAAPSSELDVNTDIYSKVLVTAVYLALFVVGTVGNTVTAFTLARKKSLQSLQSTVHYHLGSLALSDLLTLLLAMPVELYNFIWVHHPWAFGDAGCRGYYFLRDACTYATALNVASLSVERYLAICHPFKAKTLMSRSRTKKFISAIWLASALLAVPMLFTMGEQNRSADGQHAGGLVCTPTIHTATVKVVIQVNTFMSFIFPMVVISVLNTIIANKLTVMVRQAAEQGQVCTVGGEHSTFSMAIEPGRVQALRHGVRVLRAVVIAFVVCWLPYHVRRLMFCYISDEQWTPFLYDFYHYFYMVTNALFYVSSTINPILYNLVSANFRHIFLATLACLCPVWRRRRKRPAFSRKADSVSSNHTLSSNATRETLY
UTI89 phage lysis = inhibition of K1F phage lysis, E. coli UTI89, bacterial capsule biogenesis inhibitors, alamar blue (AID 488966) | E. coli UTI89 K1F phage lysis, alamar blue, 2 h; higher % means a stronger effect | one-dose inhibition, % at 100 µM; IC50 in µM for titrated hits | hit rate 0.02% among 340,000;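 active = phage lysis inhibition, versus mean bacterial control, above a set limit; inconclusive = no clear call, values can overlap the other calls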;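 note: capsule biogenesis inhibitors block K1F phage lysis so surviving cells raise fluorescence; higher fluorescence means more inhibition of phage lysis; actives were called in the ten point dose series up to 300 µM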
Myeloid diff MLP = induction of myeloid progenitor differentiation, primary screen, cell-based, flow cytometry, MLPCN library | hit rate 1% among 360,000 | calls only at 10 µM | ER-HoxA9 myeloid progenitors, lysozyme-GFP differentiation;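 active = normalized GFP-positive differentiation at or above the plate's own cutoff, the solvent-only control mean plus 3 SD; inconclusive = no clear call, values can overlap the other calls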;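 note: cells exposed to compound for four days before flow analysis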
TNAP activators = human TNAP enzyme activators, primary screen, biochemical, luminescent, no phosphate acceptor, uHTS (AID 1001). purified TNAP, luminescent activation assay, no phosphate acceptor; higher activation fold means a stronger effect. Alkaline phosphatase, tissue-nonspecific isozyme (Homo sapiens). activation fold at 20 µM; hits with a dose series show EC50 in µM. hit rate 0.03% among 200,000; in the data active = activation fold from about 3, or a potency from the dose series; inactive = the rest, 99 in 100 with activation fold below about 1.6; note: many of its hits are not listed in these tables
T cell HTS = modulators of CD8 T cell-vesicle binding, primary screen, mouse 2C CD8+ T cells, flow cytometry; 2C CD8+ T cell-vesicle binding; hits give low values; calls only at 7 µM; hit rate 0.068% among 330,000; AID 2052, 2009;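 active = response, share of CD8 T cells binding vesicles, and their 90th percentile fluorescence all below set limits, cut at about 80% in these data, passing the limit was not always enough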
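Incubation: binding step 1.5 h, 37 °C, antibody labelling 20 min, ice; system: murine 2C transgenic CD8+ T lymphocytes; technique: cytometric PE anti-B7-1 and Alexa647 anti-CD8 signals after 1% paraformaldehyde fixation; also added: QL9-charged Drosophila Ld/ICAM-1/B7-1 vesicles; control set: naked versus QL9-loaded vesicles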
Salmonella PhoP GFP = inhibitors of PhoP regulon expression, primary screen, Salmonella Typhimurium, GFP reporter (AID 1863) | S. Typhimurium PhoP-regulated promoter GFP reporter, 4 h; higher % means a stronger effect | one-dose inhibition, % at 50 µM; IC50 in µM for titrated hits | hit rate 0.16% among 300,000;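 active = inhibition over 29.93%, a cutoff 3 SD above the screen mean, later confirmed by dose response; inconclusive = inhibition over 29.93% but no dose response follow-up; inactive = inhibition at most 29.93% or unconfirmed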;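 note: 0% = low Mg2+ inducing control and 100% = high Mg2+ repressing control; strong numbers were not always called active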
T cell HTS vesicle-bound % = recorded beside T cell HTS, whose call it bears; double positive events, %; measured here: CD8+ vesicle-bound cell fraction;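 binding gate set so that unloaded-vesicle control wells show 10% double positive cells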
NTR1 ag cell count 20 µM = further read-out of NTR1 ag, marked with its call; cell count; measured here: cell count, cytotoxicity flag
Myeloid diff MLP GFP+ MAC1+ % = second read-out of Myeloid diff MLP, no call of its own (marks repeat the call); GFP+ MAC1+ double positive, %; measured here: differentiation confirmed by MAC1 staining
Active calls of the source: *; i = inactive; u = inconclusive; x = not tested or not shown; [ ] = another dose, or the depositor's remark.

Preview, 2 compounds:
SMILES	RSV CPE inhibition	Large T inhibition	MgcRacGAP inhibition	NTR1 ag	NTR1 ag cell count 20 µM	UTI89 phage lysis	Myeloid diff MLP	Myeloid diff MLP GFP+ MAC1+ %	TNAP activators	T cell HTS	T cell HTS vesicle-bound %	Salmonella PhoP GFP
Cc1cccc(N(CC(=O)NCCSc2ccccn2)S(=O)(=O)c2ccccc2)c1	1.7%	2%	6%	-0.1	67	0.6%[50 µM]	i	0.7	1.1	i	56	13%
CCOC(=O)c1[nH]c(C)c(/C(O)=C2\C(=O)C(=O)N(CCN(C)C)C2c2ccc(C)o2)c1C (stereo not given)	0.5%	4%	8%	2.0	67	5.6%	i	0.3	1	i	11	8%

The whole of this part (from the top)
SMILES	RSV CPE inhibition	Large T inhibition	MgcRacGAP inhibition	NTR1 ag	NTR1 ag cell count 20 µM	UTI89 phage lysis	Myeloid diff MLP	Myeloid diff MLP GFP+ MAC1+ %	TNAP activators	T cell HTS	T cell HTS vesicle-bound %	Salmonella PhoP GFP
Cc1cccc(N(CC(=O)NCCSc2ccccn2)S(=O)(=O)c2ccccc2)c1	1.7%	2%	6%	-0.1	67	0.6%[50 µM]	i	0.7	1.1	i	56	13%
CCOC(=O)c1[nH]c(C)c(/C(O)=C2\C(=O)C(=O)N(CCN(C)C)C2c2ccc(C)o2)c1C (stereo not given)	0.5%	4%	8%	2.0	67	5.6%	i	0.3	1	i	11	8%
CN(CC(=O)Nc1ccc(Cl)c(C(F)(F)F)c1)C(=O)/C=C/c1ccco1	22%	8%	-12%	-0.1	56	2.8%	i	0.8	1	i	10	-12%
CSCCC(NS(=O)(=O)c1ccc2c(c1)OCCO2)C(=O)N(C)Cc1ccc(F)cc1 (stereo not given)	1.4%	9%	6%	2.0	91	0.5%[50 µM]	i	0.2	x	i	47	-6%
Cc1noc(C)c1CCC(=O)NC1CCCN(Cc2ccc(CC(C)C)cc2)C1 (stereo not given)	u	12%	13%	0.1	54	1.3%	i	9.3	x	i	20	-7%
COc1cccc(C(=O)c2c(C)c(CCC#N)n3ccccc23)c1OC	3.7%	-2%	9%	0.5	42	-0.4%	i	0.8	1.1	i	4	-5%
CCCn1nc(NC(=O)C2CCCO2)c2cc3cc(C)ccc3nc21 (stereo not given)	0.3%	8%	5%	3.8	73	0.2%	i	0.8	1.1	i	36	17%
COc1cc(NC(=O)CSc2ccc(-c3cccnc3)nn2)cc(OC)c1	1.9%	16%	6%	0.7	57	-0.1%	i	1.7	x	i	7	-6%
CC(=O)NC(CC(=O)Nc1cc(Cl)ccc1-n1cncn1)c1ccccc1 (stereo not given)	-0.7%	14%	4%	1.0	76	1.4%[50 µM]	i	1.1	x	i	30	0%
COc1ccccc1CNC(=O)C(Cc1c[nH]c2ccccc12)NC(=O)OCc1ccccc1 (stereo not given)	2.9%	8%	3%	2.8	57	3.8%	i	0.6	1.3	i	30	-4%
O=C(COc1ccc(Br)cc1Cl)NC(=O)NCc1ccccc1	1.3%	3%	3%	3.7	43	3.8%	i	0.4	1	i	49	36%
CSCC[C@H](NC(=O)NCc1ccccc1F)C(=O)O	-0.9%	1%	-1%	-1.2	53	0.5%	i	1.0	1	i	23	-2%
CCN1CCCC1CNC(=O)c1cc(N)ccc1OC (stereo not given)	-0.5%	13%	x	0.5	34	x	i	0.6	x	i	32	x
O=C1c2ccccc2C2=Nc3ccccc3SC(c3ccc(Cl)cc3)C12 (stereo not given)	9.9%	0%	9%	6.3	64	u	i	0.7	0.9	i	32	u
CC(=O)c1cccc(NC(=O)/C=C/c2ccc(S(=O)(=O)N3CCOCC3)cc2)c1	x	x	7%	4.5	49	0.1%[50 µM]	i	1.2	x	i	57	x
CC(=O)c1cccc(NC(=O)NN2CCN(C)CC2)c1	1.0%	25%	7%	-0.1	65	1.3%	i	0.4	x	i	7	-6%
Cc1cc2occ(CC(=O)OCC(=O)Nc3sc4c(c3C#N)CCC(C)C4)c2cc1C (stereo not given)	2.9%	20%	5%	3.5	55	3.1%	i	0.3	1	i	30	-5%
Cc1ccc(NS(=O)(=O)c2cccc3cccnc23)c(Cl)c1	2.4%	9%	x	-0.7	84	0.9%	i	0.5	x	i	21	7%
C[C@H](CO)N1C[C@H](C)[C@@H](CN(C)C(=O)Nc2ccc(C(F)(F)F)cc2)Oc2ccc(NC(=O)Cc3ccccc3)cc2C1=O	x	x	7%	1.8	61	4.5%	i	1.2	x	i	31	x
O=C(CN1C(=O)C(=O)N(C2CCCC2)C1=O)Nc1ccc([N+](=O)[O-])cc1	x	x	6%	-0.1	72	1.1%[50 µM]	i	0.6	x	x	x	x
CCOCCCNC(=O)c1ccccc1SC	-0.5%	1%	5%	0.9	39	0.0%[50 µM]	i	0.6	1.1	i	35	-6%
CC(C)(C)NS(=O)(=O)c1cnc(Cl)c(Cl)c1	1.4%	15%	3%	1.9	65	2.4%	i	0.7	1.1	i	61	-2%
CCOC(=O)C1=C(N)Oc2cc(C)oc(=O)c2C1c1cccnc1 (stereo not given)	2.0%	16%	12%	-0.6	42	1.8%	i	0.6	1.1	i	37	23%
COc1cc(-c2cc(C(=O)N3CCCCCC3)c3ccccc3n2)cc(OC)c1OC	x	x	5%	1.0	51	1.0%[50 µM]	i	0.9	x	x	x	x
COc1cc(S(=O)(=O)N(Cc2ccc(C)cc2)C2CCCCC2)ccc1-n1cnnn1	14%	-5%	1%	0.2	43	3.5%	i	1.7	1	i	10	12%
CN(C(=O)COC(=O)c1cc2ccccc2cc1O)c1ccccc1	x	x	9%	3.5	63	0.6%[50 µM]	i	0.7	x	i	39	x
CNc1nc(SCC(=O)Nc2ccc(Cl)c(Cl)c2)nc(N2CCOCC2)n1	1.4%	15%	7%	0.7	67	0.0%	i	0.3	x	i	72	6%
CC1CCN(c2ccc3nnc(CCC(=O)N4CCN(c5ccccc5F)CC4)n3n2)CC1	14%	17%	6%	1.7	58	-0.2%	i	0.5	x	i	37	2%
CC1CCCN(C(=O)C(=O)Nc2ccc3nc4n(c(=O)c3c2)CCCCC4)C1 (stereo not given)	2.0%	18%	7%	3.3	54	-1.4%	i	1.7	x	i	27	x
CCOc1ccccc1NC(=O)CSc1nc2ccccc2c(=O)n1CC1CCCO1 (stereo not given)	13%	3%	9%	4.0	72	-0.2%	i	0.5	x	i	36	-8%
CCN(C(=O)C(C)Sc1ccc(S(=O)(=O)N2CCN(C)CC2)cn1)c1ccccc1 (stereo not given)	-0.4%	x	3%	-1.2	43	0.8%[50 µM]	i	2.1	x	i	17	x
C/C(=N\Nc1cc(N2CCOCC2)nc(C)n1)c1ccc(F)cc1	2.0%	14%	16%	3.6	58	-0.2%	i	0.8	x	i	51	-6%
Cc1ccccc1CC(=O)N1CCCc2ccccc21	2.8%	10%	-2%	0.1	60	0.0%	i	0.6	x	i	59	0%
CCCCC(=O)Nc1ccc(C(=O)NNC(=O)c2cccs2)cc1	1.2%	0%	-1%	2.3	62	0.8%[50 µM]	i	0.6	1	i	55	-1%
Cc1ccc(C(C)C)cc1S(=O)(=O)Nc1cccnc1	-0.9%	1%	1%	-0.2	59	0.7%	i	0.5	x	i	56	1%
COc1ccc(/C=C(\C#N)C(=O)OCCNC(=O)c2ccncc2)cc1	-0.3%	11%	9%	-0.8	81	0.5%	i	0.5	1.1	i	56	-3%
COc1cc(=O)n(C)c2ccccc12	-0.2%	4%	3%	0.1	50	-0.3%	i	0.6	1.1	i	24	4%
COc1ccc(C(=O)c2ccc(OC)c(OC)c2)cc1	2.5%	2%	4%	1.3	44	0.1%	i	8.1	1	i	48	-3%
CCC/C(C(=O)NCCO)=C1/c2ccccc2C(=O)N1c1ccccc1	x	x	5%	0.0	44	-0.7%	i	1.3	x	i	24	x
NS(=O)(=O)c1cccc(NC(=O)COC(=O)Cn2cnc3ccccc32)c1	0.7%	16%	7%	-0.4	63	0.4%	i	0.1	x	i	24	-7%
Cc1ccc(NC(=O)CN(C)CC(=O)NC2CCCc3ccccc32)cc1 (stereo not given)	1.2%	1%	12%	0.1	63	0.2%	i	0.4	x	i	32	x
COC(=O)c1ccc(CN2C(=O)C3CCCCC3C2=O)o1 (stereo not given)	2.0%	15%	9%	2.7	40	0.2%	i	0.2	1	i	11	3%
O=C(COc1ccccc1C(=O)O)Nc1ccc(SC(F)F)cc1	2.5%	6%	10%	-0.3	49	0.1%	i	0.5	1.2	i	26	6%
CC1CN(CCCCOc2ccc(Cl)c3ccccc23)CC(C)O1 (stereo not given)	-1.8%	1%	41%	1.1	57	-0.6%	i	0.1	x	i	69	-4%
C/C=C/c1ccc(OCC(=O)OCC2=C(C(=O)OCC)C(C)NC(=O)N2)c(OC)c1 (stereo not given)	-1.8%	1%	4%	-0.4	54	2.5%[50 µM]	i	0.1	x	i	37	-11%
COc1ccc(NC(=O)CN2C(=O)COc3ccc(S(=O)(=O)N4CCOCC4)cc32)c(OC)c1	-0.1%	5%	15%	0.5	61	0.1%	i	4.9	x	i	23	2%
O=C(c1ccco1)c1cc2c(ccc3ccccc32)oc1=O	6.4%	2%	5%	-1.3	87	1.4%	i	1.1	1.1	i	53	-4%
NC(=O)CC(NC(=O)Cc1ccc(Br)cc1)c1ccc(N2CCN(c3ccccc3)CC2)c([N+](=O)[O-])c1 (stereo not given)	-2.5%	10%	0%	22	87	6.5%	i	1.6	x	i	45	0%
COC(=O)c1ccc2nc(C(F)(F)F)[nH]c2c1	12%	0%	3%	0.1	51	2.0%	i	1.4	0.9	i	37	31%
CCC(C(=O)NCCc1ccc(OC)c(OC)c1)n1nc(C)n2c(cc3occc32)c1=O (stereo not given)	3.9%	17%	7%	0.3	58	0.2%	i	3.0	x	i	24	-13%
Cc1sc2c(c1C)C(=O)/C(=C\Nc1ccccn1)S(=O)(=O)N2C	1.6%	6%	8%	1.1	47	0.4%	i	1.0	x	i	63	1%
